Bioassay records as filed in PubChem.
MPTP inh: mitochondrial permeability transition pore inhibitors, primary screen, biochemical, isolated mouse mitochondria, absorbance; inhibition, % at 10 µM; hit rate 1.4% among 360,000; Ca2+ swelling absorbance, 30 min;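 active = inhibition of 50% or more, scaled per plate between neutral and stimulator controls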;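 note: 0% = DMSO wells given calcium and 100% = 1 mM EGTA wells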
APJ antagonist: antagonists of human apelin receptor APJ, primary screen, CHO-K1 cells, beta-arrestin complementation, luminescence | hit rate 0.32% among 330,000 | inhibition, % at 20 µM | P35414 | AID 2521, 2010;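 active = inhibition above about 40% at 20 µM, limit read from the data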;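 note: cells challenged with 10 nM apelin-13 agonist together with compound; plate controls were apelin-13 plus DMSO wells for no effect and DMSO wells lacking apelin-13 for full effect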
Target sequence (P35414 whole entry, looked up): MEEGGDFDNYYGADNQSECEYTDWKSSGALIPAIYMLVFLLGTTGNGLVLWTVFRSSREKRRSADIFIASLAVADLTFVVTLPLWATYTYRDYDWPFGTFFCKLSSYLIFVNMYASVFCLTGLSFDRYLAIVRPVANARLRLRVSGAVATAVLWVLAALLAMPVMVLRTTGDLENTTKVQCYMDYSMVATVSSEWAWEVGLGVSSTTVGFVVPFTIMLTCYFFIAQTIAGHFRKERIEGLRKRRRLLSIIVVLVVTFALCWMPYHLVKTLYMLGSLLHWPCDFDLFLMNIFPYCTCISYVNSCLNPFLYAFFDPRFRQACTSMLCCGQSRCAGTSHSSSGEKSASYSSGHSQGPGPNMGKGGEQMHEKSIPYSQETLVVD
NALP3 yeast inh: NALP3 inflammasome inhibitors in reconstituted yeast, primary screen, luminescence, uHTS | inhibition, % at 10 µM | hit rate 0.39% among 330,000 | Yeast reconstituted NLRP3/ASC/caspase-1, beta-gal luminescence, 24 h | AID 2825, 2010;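 active = inhibition of 50% or more; inactive = inhibition below 50%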;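 note: plate controls were induced DMSO wells for no effect and uninduced yeast grown without galactose for full effect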
APJ agonist: agonists of human apelin receptor APJ, primary screen, CHO-K1 cells, PathHunter beta-arrestin, luminescence; P35414; activation, % at 20 µM; 0% DMSO wells, 100% apelin; hit rate 0.11% among 330,000;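 active = activation more than six SD over the plate average, tested at 20 µM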;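 note: 0% = DMSO alone and 100% = apelin-13 at 10 nM; some results filed as inactive read as strong as hits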
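Test system: CHO-K1 APJ beta-arrestin complementation cell line | Compound: Single test compound dose, 20 µM final, 1% DMSO | Incubation: Compound 90 min 25 °C, reagent 1 h | Measured by: beta-gal luminescence | Read-out basis: APJ–arrestin association signal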
tim10-1 inh: growth inhibitors of tim10-1 mutant yeast, primary screen, luminescence, uHTS; hit rate 2.2% among 330,000; inhibition, % at 20 µM; S. cerevisiae tim10-1 ts strain growth, BacTiter-Glo, 24 h; AID 463190, 2010;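 active = inhibition of at least 40%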;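 note: mutant grown at 25 °C; 0% = DMSO wells with yeast and 100% = wells holding no yeast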
tim23-1 inh: growth inhibitors of tim23-1 mutant yeast, primary screen, luminescence, uHTS; S. cerevisiae tim23-1 growth, BacTiter-Glo luminescence, 24 h; inhibition, % at 20 µM; hit rate 1.3% among 330,000; AID 463212, 2010;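 active = growth inhibition of the mutant yeast at or above 50%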;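 note: temperature-sensitive mutant grown at 25 °C; plate controls were DMSO-treated mutant yeast for no effect and medium wells lacking yeast for full effect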
TIM10 inh: growth inhibitors of isogenic TIM10 control yeast, primary screen, counter-screen for tim10-1 yeast inhibitor project, luminescence, uHTS | S. cerevisiae TIM10 strain growth, BacTiter-Glo luminescence, 24 h | inhibition, % at 10 µM | hit rate 1.4% among 330,000;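 active = inhibition of 40% or more at the single tested concentration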;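 note: wild-type TIM10 isogenic control strain grown at permissive 25 °C; 0% = DMSO yeast wells and 100% = minimal medium wells without yeast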
beta cell repl: inducers of MIN6 beta-cell proliferation, primary screen, ATP luminescence, uHTS; MIN6 cells proliferation, ATPlite luminescence, 48 h; cells starved in 0.2% serum; 100% = growth in 10% serum; proliferation, % at 10 µM; hit rate 0.29% among 330,000;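 active = compounds whose signal lies at least 3.5 SD above the mean of all wells on their plate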;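 note: 0% = DMSO-treated cells in low-serum medium and 100% = 10% serum control; some compounds called inactive have numbers as strong as hits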
GRIN3A LBD mod: binders of NR3A ligand-binding domain, primary screen, biophysical, differential scanning fluorimetry, uHTS | Glutamate receptor ionotropic, NMDA 3A (GRIN3A) ligand-binding domain | NR3A LBD differential scanning fluorimetry, Tm shift; 0% = protein alone, 100% = glycine-bound protein | Tm shift relative to glycine control, % at 25 µM | hit rate 2.5% among 340,000;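 active = melting temperature shift of at least 10% of the positive control shift, at one fixed dose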
Starred values were filed as active, the others as inactive; x = no result given. Not a hit list. About 7.2% of those tested had a hit in this group.

item	molecule	MPTP inh	APJ antagonist	NALP3 yeast inh	APJ agonist	tim10-1 inh	tim23-1 inh	TIM10 inh	beta cell repl	GRIN3A LBD mod
1	O=C(CC(=O)c1ccccc1)Nc1ccccc1C(F)(F)F	-1.1	23.4	14.5	-2.9	5.0	21.9	1.5	-2.6	-2.2
2	CCN(CC)C(=O)CN(C#N)c1nc(OC)nc(N(C)C)n1	-0.9	-23.3	17.3	7.0	-3.2	13.4	-15.9	1.0	-2.0
3	O=C(N[C@@H](Cc1c[nH]c2ccccc12)C(=O)O)C1CCN(S(=O)(=O)c2cccs2)CC1	2.2	-18.1	0.2	-3.0	9.6	7.1	-7.5	2.1	-0.5
4	CCOc1cc(C(=S)N2CCOCC2)ccc1OS(=O)(=O)c1ccc(NC(C)=O)cc1	1.3	4.4	15.8	0.5	4.9	7.8	8.4	0.4	1.6
5	Cc1cc(C(=O)O)c(C)n1-c1ccccc1	-0.8	-10.5	7.5	0.9	12.8	20.4	16.0	0.8	4.1
6	O=C(CNC1CCCCC1)N1CCc2ccccc2C1	-1.5	16.7	-8.7	-0.9	4.8	0.0	0.1	-0.9	-0.2
7	Cc1cc(C)c(NC(=O)CSc2cccc[n+]2[O-])c(C)c1	-1.2	7.5	8.3	0.2	5.7	10.4	-4.8	-1.4	1.8
8	O=C(CN1CCN(CC(=O)Nc2ccccc2Cl)CC1)Nc1ccc(F)c(F)c1	1.6	-8.8	14.4	-1.7	35.6	27.2	14.0	0.5	1.6
9	O=C(/C=C(\c1ccccc1)n1cncn1)c1ccccc1	-0.8	-5.5	8.6	-3.7	27.4	17.8	6.4	-1.4	-4.7
10	COc1ccc(C)cc1S(=O)(=O)n1c([N+](=O)[O-])cnc1C	-1.3	-13.2	1.4	0.4	-11.7	-6.7	-5.0	-2.2	-1.5
11	CN1CCN(C(=O)/C=C/c2cn(-c3ccccc3)nc2-c2ccc3c(c2)OCCO3)CC1	-0.5	-8.7	7.2	-1.9	25.5	13.2	-7.8	-5.5	-1.8
12	CCOc1ccc2nc(/N=C/c3c(C)[nH]n(-c4ccc(C)cc4)c3=O)sc2c1	3.5	18.1	4.6	0.3	19.4	19.5	13.5	0.0	-1.8
13	COC(=O)C1=C(C)NC2=C(C(=O)CCC2)C1c1coc2ccccc2c1=O (stereo not drawn)	-1.3	1.1	-0.6	-0.8	-10.8	-22.8	-27.7	-2.3	-0.4
14	Cc1cc(C)nc(SC2=CS(=O)(=O)c3ccccc32)n1	1.7	-11.1	16.1	-4.2	15.3	20.9	27.9	-4.2	1.0
15	CCOc1ccccc1NC(=O)CSc1ccc(-c2ccco2)nn1	0.3	-24.1	10.2	-3.6	25.4	34.6	8.3	0.3	0.3
16	COCCNC(=O)/C(C#N)=C/c1ccc(O)c([N+](=O)[O-])c1	-0.2	16.5	3.9	-6.3	14.7	8.2	5.5	-3.6	-5.0
17	CC(=O)N1N=C(c2ccccc2)OC12CCCC2	3.8	-2.1	10.4	-2.5	9.2	2.7	5.8	-3.2	2.0
18	Cc1ccc(-c2cc(C(=O)NCC3CCCO3)no2)cc1 (stereo not drawn)	-0.3	12.6	16.2	-1.3	-8.1	14.8	-8.3	-3.8	-15.9
19	O=C(C#Cc1ccccc1)Nc1ccc(F)cc1	0.5	10.6	7.3	-1.6	9.2	29.2	15.1	-4.9	1.7
20	COc1ccccc1C(=O)NCCc1c(C)[nH]c2c(C)ccc(F)c12	0.9	14.6	20.9	-2.9	-14.1	-7.4	-6.8	-1.1	-2.6
21	O=C(CN1CCOCC1)N/N=C/c1ccco1	-0.8	-11.0	13.9	-3.6	2.3	3.1	4.8	-0.5	-1.9
22	O=C1c2ccccc2C(=O)N1Cc1nc2ccccc2c(=O)n1CCN1CCOCC1	-0.2	-5.5	-10.0	4.4	14.6	21.8	3.5	1.4	1.3
23	O=C(O)C1Nc2c(O)cccc2C2C=CCC12 (stereo not drawn)	13.9	-13.5	-3.7	-2.6	-5.7	-40.7	-30.9	-3.2	-4.8
24	Cc1cc(C(F)(F)F)n(-c2nc(C(=O)NNS(=O)(=O)c3ccccc3)cs2)n1	-1.3	3.8	-9.6	-1.6	20.1	16.9	31.3	3.4	1.8
25	CCOC(=O)C(Cc1ccc(OC)c([N+](=O)[O-])c1)NC(=O)CCC(=O)Nc1ccc(OC)cc1 (stereo not drawn)	-1.2	12.6	3.6	0.0	-17.8	9.4	-5.0	-0.7	1.1
26	Cc1c(C(=O)NCc2ccco2)sc2nc(-c3ccccc3)cn12	-0.8	-3.7	26.9	2.5	10.9	42.2	14.0	2.7	-1.6
27	C=CCN1C(=O)C(C(C)CC)NC1=S (stereo not drawn)	0.0	-7.3	-1.7	-0.5	6.1	9.8	-4.1	-3.2	-1.3
28	CCc1ccc(OCC(=O)N(C)C2CCS(=O)(=O)C2)cc1 (stereo not drawn)	1.6	-0.6	10.8	1.1	7.7	4.1	-5.2	1.3	-0.6
29	CCc1cccc(C)c1NC(=O)c1ccc2c(c1)CCN2S(C)(=O)=O	0.6	3.0	4.3	-1.3	11.1	2.1	-3.4	0.6	2.2
30	CCN(CCn1cccn1)C(=O)CCc1nnc(C2(c3ccc(Cl)cc3)CCC2)o1	1.2	1.2	3.3	-1.9	23.3	19.8	23.8	-0.6	-2.2

Copied from the entries so far for reference:
item	molecule	MPTP inh	APJ antagonist	NALP3 yeast inh	APJ agonist	tim10-1 inh	tim23-1 inh	TIM10 inh	beta cell repl	GRIN3A LBD mod
24	Cc1cc(C(F)(F)F)n(-c2nc(C(=O)NNS(=O)(=O)c3ccccc3)cs2)n1	-1.3	3.8	-9.6	-1.6	20.1	16.9	31.3	3.4	1.8
25	CCOC(=O)C(Cc1ccc(OC)c([N+](=O)[O-])c1)NC(=O)CCC(=O)Nc1ccc(OC)cc1 (stereo not drawn)	-1.2	12.6	3.6	0.0	-17.8	9.4	-5.0	-0.7	1.1

New compounds follow:
item	molecule	MPTP inh	APJ antagonist	NALP3 yeast inh	APJ agonist	tim10-1 inh	tim23-1 inh	TIM10 inh	beta cell repl	GRIN3A LBD mod
31	CC(C)[C@H](NC(=O)c1ccco1)C(=O)OCC(=O)c1ccc2c(c1)NC(=O)CO2	3.8	-0.3	8.1	1.0	-5.4	5.6	-29.1	0.8	10.9*
32	CN(CC(=O)Nc1ccccc1C(F)(F)F)C(=O)CCc1nc2ccccc2c(=O)[nH]1	-0.2	4.2	4.9	-0.7	-12.4	-1.7	2.7	3.0	0.4
33	COC(=O)c1cc(C)sc1NC(=O)CCc1ccccc1	0.6	-5.5	24.4	-1.2	34.0	29.3	16.1	-2.1	1.9
34	COc1cc2c(cc1OC)C(c1cc3ccc(C)cc3[nH]c1=O)N(C(=O)c1ccco1)CC2 (stereo not drawn)	-3.7	4.6	-0.9	0.8	8.0	14.4	4.9	-1.0	-4.5
35	COc1ccc(NS(=O)(=O)c2ccc3c(c2)oc(=O)n3C)c(OC)c1	-1.0	-8.0	22.8	-1.3	1.1	-6.2	11.5	1.9	-1.8
36	Cn1ccnc1SCC(=O)c1ccc(OC(F)F)cc1	-0.4	12.6	27.2	-2.4	3.2	16.9	2.6	3.1	1.2
37	O=C(CSCc1cc(=O)n2ccsc2n1)Nc1ccc(F)cc1	-0.4	-16.2	-6.6	-3.6	11.3	16.0	7.1	-2.1	-1.4
38	COc1ccc(N/C=C/C(=O)c2ccc(OC)c(OC)c2)cc1	2.4	-14.7	8.0	-2.3	11.8	20.2	13.5	-2.0	-3.8
39	O=C(CN1C(=O)NC(c2ccccc2)(c2ccccc2)C1=O)NCCc1ccc(F)cc1	0.0	4.9	12.2	-3.3	-0.7	13.0	-5.7	-2.8	0.5
40	CCOC(=O)CCNC(=O)Nc1cc2nc(C)n(Cc3cccc(Cl)c3)c2nc1C	-0.5	16.4	15.4	-1.5	8.6	-1.9	2.2	1.5	-7.1
41	O=C(O)Cn1c(Cc2ccccc2)nc2ccccc21	1.5	-1.3	7.0	-2.9	-11.4	-1.3	-4.2	-4.1	1.7
42	CCn1nnnc1-c1ccc(OC)c(S(=O)(=O)N2CCCCC2)c1	-2.8	14.6	7.9	-0.2	8.3	3.7	7.1	-0.9	-0.2
43	CCOC(=O)c1c(-c2ccccc2)c(C(C)=O)c(=O)n(C)c1C	-2.2	11.4	9.4	-3.9	-2.2	7.2	-4.6	-3.2	-1.8
44	CCN(CC)CCOC(=O)c1ccc(Cl)cc1Cl	-1.1	6.4	8.7	-3.1	0.0	-2.8	-9.6	1.6	-2.1
45	COc1ccc2[nH]c3c(c2c1)CCN1C(=O)C(CC(=O)NCCCN(C)C)C[C@H](C(=O)N2CCOCC2)[C@@]31CCC1CCCC1 (stereo partly drawn)	0.3	x	x	x	10.4	30.6	11.7	x	0.3
46	O=C(O)CCCNS(=O)(=O)/C=C/c1ccccc1	-1.0	5.3	-3.2	-1.5	10.7	-8.6	7.3	1.6	-1.8
47	O=C(NNC(=O)C1CCN(S(=O)(=O)c2cccc(C(F)(F)F)c2)CC1)C1CC1	-1.7	-3.5	17.5	-2.8	-17.1	1.6	-22.3	1.5	3.3
48	Cn1c(=O)c2c(nc(Sc3ncccn3)n2Cc2ccccc2Cl)n(C)c1=O	0.9	1.2	5.8	-3.5	16.0	19.3	5.9	-1.2	-1.1
49	O=C(Cc1cccs1)Nc1ccc2c(c1)C(=O)OC2	-0.7	12.1	9.8	-2.7	-5.0	-15.0	3.0	-3.1	-0.6
50	COc1ccc(CCNC(=O)CO/N=C/c2cc3c(cc2Br)OCO3)cc1OC	0.7	-4.1	6.9	4.1	11.1	18.3	0.7	0.3	-0.8
51	CCCCCOc1cccc(C2C(C(=O)c3cccs3)=C(O)C(=O)N2CCN2CCOCC2)c1 (stereo not drawn)	4.1	13.8	-38.3	-3.0	14.2	18.7	20.8	-2.7	-2.0
52	Cc1ccc(CS(=O)(=O)CCC(=O)NCCC2=CCCCC2)cc1	-0.2	3.5	4.3	0.3	0.0	3.8	0.4	-0.7	-0.6
53	Cc1ccc(-c2cc(=O)c3cc(F)ccc3[nH]2)cc1	-2.2	1.2	7.1	-3.8	1.2	-7.6	4.7	-1.2	-2.1
54	CC1CCCC(C)N1CCNC(=O)Cn1nc(-c2ccccc2)ccc1=O (stereo not drawn)	0.3	0.4	7.7	-8.1	6.6	8.5	14.5	-2.4	-8.1
55	COc1ccc(C(=O)/C=C/c2ccc(OC)c(Cn3nnc4ccccc43)c2)cc1	3.0	12.5	21.6	-2.1	28.1	43.5	27.5	-5.6	-5.6
56	CS(=O)(=O)NCCCc1ccccc1	-1.9	12.8	5.3	-3.8	5.2	-2.7	3.2	-3.8	0.0
57	Cc1ccc(S(=O)(=O)N2CCOCC2)cc1NC(=O)Cn1nc(C)c([N+](=O)[O-])c1C	-1.0	-28.5	10.3	-5.5	-18.9	-8.5	-1.4	1.9	0.2
58	CCO[C@H]1OC(C(=O)NCc2nc3ccccc3[nH]2)=C[C@@H](c2cn(C(C)=O)c3ccccc23)[C@@H]1CCCO	-3.3	11.1	9.2	6.1	12.2	11.6	3.0	-1.7	-2.9
59	Cc1ccc(S(=O)(=O)NC(CN2CCOCC2)=NCCNS(=O)(=O)c2ccccc2)cc1	0.7	-9.4	-15.4	-2.7	14.8	-3.9	-11.6	-2.5	1.2
60	CCOCCCn1c(C)nc2c(c1=O)c1nc3ccccc3nc1n2-c1ccc2c(c1)OCCO2	x	-7.0	4.6	0.5	9.1	11.6	18.3	0.7	-2.3
